Screening results as filed in PubChem.
NPR2 activator: GC-B (human) receptor activation; actives 0.11% (n = 370,000); AID 1920062; HEK293-GC-B cells, CNP EC30, cGMP TR-FRET; 0% at EC30 CNP, 100% saturating CNP; activation, % at 10 µM;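 active = activation at 10 µM reaching about 35% in either raw or pattern-adjusted values, limit read from the data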
SMARCA2 act: activators of SMARCA2 function; activation, % at 9.1 µM; actives 1% (n = 370,000); MG213 cells, MMTV-luciferase reporter, dexamethasone, overnight; in the data active = activation above about 7.8%;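 also: 0% = vehicle wells and 100% = reference activator wells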
GAA850 FXN act: activators of GAA850 frataxin (FXN) promoter; activation, % at 6 µM; HEK293 lucGAA850 FXN promoter luciferase reporter, 24 h; percent of 10 µM SAHA response; actives 0.56% (n = 360,000); AID 540364;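 active = activation above the average of all compounds screened plus 3 SD, cutoff fixed separately per campaign, cut at about 7.5% in these data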;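 also: 0% = DMSO wells and 100% = 10 µM SAHA wells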
hcDAF12 agonist: activates DAF-12 receptor from parasite H. contortus; AID 652067; activation, % at 6.8 µM; actives 1.4% (n = 370,000); HEK293 hcDAF-12 lit1-tk-luc reporter, luminescence; 0% DMSO, 100% Δ7-dafachronic acid;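 active = activation above the mean of all tested compounds plus 3 SD, cut at about 5.5% in these data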;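 also: 100% = response to 3 µM Δ7-dafachronic acid high control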
ssDAF12 agonist: S. stercoralis DAF-12 activation, primary screen; actives 1% (n = 370,000); HEK293 ssDAF-12/GRIP1 lit1-tk-luc reporter, luminescence; % of 3 µM dafachronic acid response; activation, % at 6.8 µM; AID 652126;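 active = activation above the mean over all tested compounds plus 3 SD, cut at about 0.9% in these data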;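 also: 0% = DMSO-only wells and 100% = 3 µM delta7-dafachronic acid wells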
DAX1 inh-1: NR0B1 (DAX1) inhibition. actives 0.99% (n = 340,000). AID 504766. inhibition, % at 6.75 µM. HEK293 Gal4-DAX1 luciferase reporter, luminescence;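 active = inhibition above the mean over all tested compounds plus 3 SD, cut at about 4.2% in these data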;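 also: 0% = DAX1-transfected cells with DMSO and 100% = empty-vector control cells with DMSO; inhibition shows as a rise in luminescence from relieved DAX1 repression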
Target sequence (P51843 207-470 limits assumed): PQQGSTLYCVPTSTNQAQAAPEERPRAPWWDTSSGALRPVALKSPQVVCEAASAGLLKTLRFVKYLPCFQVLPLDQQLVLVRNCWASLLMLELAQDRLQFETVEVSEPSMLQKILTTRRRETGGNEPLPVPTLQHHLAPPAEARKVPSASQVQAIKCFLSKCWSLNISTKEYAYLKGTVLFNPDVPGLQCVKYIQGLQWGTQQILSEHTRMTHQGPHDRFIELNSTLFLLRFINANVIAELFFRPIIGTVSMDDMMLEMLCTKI
ADAM10 inh: inhibitors of human ADAM10; O14672; recombinant ADAM10, EDANS/DABCYL FRET peptide cleavage, 3 h; inhibition, % at 7 µM; actives 0.62% (n = 370,000);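 active = inhibition above a per-campaign cutoff equal to the mean of compounds falling between control-based bounds plus 3 SD, cut at about 20% in these data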;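 also: 0% = DMSO wells while the 100% control is not disclosed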
Target sequence (O14672 214-748 limits assumed): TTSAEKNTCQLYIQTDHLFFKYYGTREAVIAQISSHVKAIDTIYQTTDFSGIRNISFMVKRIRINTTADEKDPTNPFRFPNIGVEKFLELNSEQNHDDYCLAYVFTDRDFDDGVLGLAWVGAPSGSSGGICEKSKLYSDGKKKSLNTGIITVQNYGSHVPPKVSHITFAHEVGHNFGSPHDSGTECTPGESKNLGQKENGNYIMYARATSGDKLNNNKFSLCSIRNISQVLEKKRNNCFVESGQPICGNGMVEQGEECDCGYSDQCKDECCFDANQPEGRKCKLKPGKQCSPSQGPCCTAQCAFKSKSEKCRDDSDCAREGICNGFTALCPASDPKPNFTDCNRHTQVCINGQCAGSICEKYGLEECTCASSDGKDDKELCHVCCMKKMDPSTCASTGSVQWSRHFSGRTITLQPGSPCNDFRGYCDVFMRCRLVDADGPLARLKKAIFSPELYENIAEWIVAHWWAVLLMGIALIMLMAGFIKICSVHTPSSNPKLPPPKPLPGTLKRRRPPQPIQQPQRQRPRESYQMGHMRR
DAX1 inh-2: inhibitors of DAX1 repression of SF-1 activated StAR promoter; actives 1.1% (n = 370,000); AID 652010; inhibition, % at 6.8 µM; HEK293T StAR-luciferase reporter, SF-1/DAX-1 repression relief;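 active = inhibition above the mean over all tested compounds plus 3 SD, cut at about 3.6% in these data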;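 also: 0% = DAX-1 cells with DMSO and 100% = cells lacking DAX-1 with DMSO; higher inhibition means more luminescence from relief of DAX-1 repression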
NPR1 activator: GC-A (human) enzyme activation | activation, % at 10 µM | actives 0.14% (n = 370,000) | P16066 | HEK293 GC-A cells, cGMP TR-FRET, EC30 ANP; 0% at EC30 ANP, 100% saturating ANP | AID 1671463; in the data active = activation above about 40%
sPLA2-III inh: Blocks human group III sPLA2 activity. Q9NZ20. QFRET BODIPY PC-A2 liposome hydrolysis, fluorescence. inhibition, % at 12.2 µM. actives 0.56% (n = 370,000). AID 743126;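 active = inhibition above mean plus 3 SD of compounds lying within the high and low control bounds, cut at about 19% in these data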;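 also: 0% = median of test compound wells and 100% = no enzyme DMSO wells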
hgDAF12 agonist: activates the H. glycines DAF-12 receptor ligand-binding domain; HEK293 GAL4-hgDAF12 UAS-luciferase reporter, agonist luminescence; normalized to butyrate control; activation, % at 6.8 µM; actives 1.8% (n = 370,000); AID 687014;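 active = activation above a cutoff set at the mean of all screened compounds plus 3 SD, cut at about 10% in these data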;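 also: 0% = DMSO wells and 100% = sodium butyrate wells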
The depositor's hits bear a star; i = inactive; x = no result given.

SMILES	NPR2 activator	SMARCA2 act	GAA850 FXN act	hcDAF12 agonist	ssDAF12 agonist	DAX1 inh-1	ADAM10 inh	DAX1 inh-2	NPR1 activator	sPLA2-III inh	hgDAF12 agonist
CN(CC(=O)Nc1cccc2c1CCCC2)S(=O)(=O)c1ccccc1	2	-2	-1.6	-2.1	-2.2	0.7	13	0.1	3	3	-0.5
O=S(=O)(Nc1ccc2c(c1)CCC2)c1cccs1	3	-3	2.4	-1.3	-1.6	-1.2	-9	-0.1	2	-14	-0.9
O=C(NC1CCCCC1)N1CCCC(c2nc(-c3ccc(S(=O)(=O)N4CCCC4)cc3)no2)C1 (configuration not stated)	-9	2	-2.3	-0.7	-1.4	-0.2	2	-0.1	-3	3	-3.6
C[C@@]12C(=O)N(CC3CCCO3)CC(=O)N1[C@H]1c3ccccc3OC[C@@H]1[C@@H]2c1ccccc1 (some centres not stated)	3	0	12*	-0.9	-1.0	0.1	0	-0.6	-4	4	3.1
S=C(NCCN1CCOCC1)Nc1ccc(Cl)c(Cl)c1	-1	0	1.1	1.3	-1.8	1.5	1	-0.7	-4	2	1.1
CCOC(=O)c1cnn(CC2CCCCC2)c1N	9	-1	0.9	-1.2	-1.5	0.0	-8	-0.1	7	4	2.7
O=C(CC12CC3CC(CC(C3)C1)C2)N/N=C/c1ccncc1	-3	-1	0.6	-1.9	-1.2	0.7	2	0.2	-4	-2	-0.6
Cc1ccc(S(=O)(=O)CNC(=O)c2ccccc2)cc1	-3	-2	0.1	-1.1	-1.1	0.8	7	-0.1	2	0	-2.0
Cc1ccc(NC(=O)c2c(C)noc2C)cc1	6	-2	4.5	-0.2	-0.9	0.7	15	0.2	-1	9	-1.9
Cc1cc2cc3n(c2nn1)N=C(Cl)CC3	2	-1	3.2	-1.3	-1.0	1.3	i	-0.4	1	-6	2.9
CCOc1ccccc1NC(=O)c1cc(S(=O)(=O)NCc2ccco2)ccc1F	-13	-1	0.2	-2.0	-1.3	0.6	2	-0.3	-8	-29	-3.2
COCCn1c(Cc2ccccc2)nnc1SCC(=O)Nc1oc(C)c2c(C)n[nH]c(=O)c12	-1	-2	-1.9	-2.7	-0.9	-0.3	-10	-1.2	6	11	-0.7

Overlap with the part before: 2 entries, then new ones.
SMILES	NPR2 activator	SMARCA2 act	GAA850 FXN act	hcDAF12 agonist	ssDAF12 agonist	DAX1 inh-1	ADAM10 inh	DAX1 inh-2	NPR1 activator	sPLA2-III inh	hgDAF12 agonist
CCOc1ccccc1NC(=O)c1cc(S(=O)(=O)NCc2ccco2)ccc1F	-13	-1	0.2	-2.0	-1.3	0.6	2	-0.3	-8	-29	-3.2
COCCn1c(Cc2ccccc2)nnc1SCC(=O)Nc1oc(C)c2c(C)n[nH]c(=O)c12	-1	-2	-1.9	-2.7	-0.9	-0.3	-10	-1.2	6	11	-0.7
Cc1ccc(CNC(=O)c2ccc([N+](=O)[O-])o2)cc1	6	-2	-1.8	-2.2	-1.3	-0.6	-5	-2.1	3	5	-3.6
CC(C)(C)OC(=O)C[C@H]1C/C=C\C[C@@H](CC(=O)NCCO)C(=O)N2CCC[C@H]2COC1=O	2	0	2.9	-1.7	-0.8	1.4	-7	0.0	2	-2	-0.5
COn1c(-c2ccccc2)c(C=O)c2ccccc21	-1	-1	1.9	-1.6	-1.2	-0.6	-9	-0.4	2	2	-1.2
COc1ccc(NC(=O)N(CCCN2CCOCC2)Cc2cccnc2)c(OC)c1	-2	-3	-1.8	2.0	-1.1	0.4	-11	1.8	1	3	-0.1
O=C(CSc1ccc(-c2ccccn2)nn1)NC1CCCCC1	4	-1	0.2	-0.7	-1.5	-0.8	-8	0.4	4	7	2.0
NNC(=O)C1CCCN1S(=O)(=O)c1ccc(Cl)cc1 (configuration not stated)	2	-2	0.3	-0.9	-1.7	0.6	-4	0.7	-3	-6	-0.7
CC(C)OCCCn1c(=S)[nH]c2cc3c(cc2c1=O)OCO3	-2	1	-1.4	-0.9	-1.8	0.4	-3	-0.4	3	10	-0.3
COC(=O)c1ccc(N2CCN(CC(=O)c3ccc(-c4ccccc4)cc3)CC2)c([N+](=O)[O-])c1	-5	1	-1.6	4.2	0.1	-0.2	-8	-0.1	0	-5	-0.2
CCCCc1c(-c2ccccc2OC)ncn1Cc1ccc([N+](=O)[O-])cc1	-18	-1	x	-1.5	-0.8	x	-14	-0.8	-19	-18	0.2
COC(=O)c1sccc1NC(=O)c1cccc(F)c1	-12	-3	0.9	0.9	0.3	2.1	-17	-0.5	-7	14	3.0
CCCCn1c(SCC(=O)c2ccc3c(c2)OCCO3)nnc1-c1ccco1	-2	-2	-0.9	-1.1	-0.4	0.0	6	-0.2	-7	-33	0.1
CC1=NN(C(N)=S)C(=O)C1N=Nc1ccccc1 (configuration not stated)	3	0	1.0	-0.4	-1.4	0.4	0	0.7	3	-2	-1.4
O=C(NC1CCC(=O)N(CCSc2ccccc2)CC1)OCc1ccccc1 (configuration not stated)	0	2	4.0	0.4	-1.5	-0.8	6	-1.1	-1	3	1.8
O=C(/C=C/c1cccs1)NC(=S)NNC(=O)Cc1cccs1	2	1	-2.3	0.4	-1.1	0.7	7	0.3	-1	29*	5.0
O=C(NCCCn1ccnc1)c1cc(-c2ccncc2)nc2ccccc12	4	-3	0.6	-0.7	-1.1	0.1	-9	0.2	-1	1	-3.0
CCOC(=O)N1CCN(Cc2nc(-c3ccccc3)no2)CC1	3	0	-0.1	-0.2	-0.9	1.4	-4	0.8	7	1	1.9
Cc1ccc(S(=O)(=O)N2CC(O)CC2C(=O)OCC(=O)c2ccccc2Cl)cc1C (configuration not stated)	5	2	1.6	-0.3	-1.6	-1.3	-4	0.2	3	-16	3.8
O=C(Nc1ccccc1)c1cc2n(n1)C(C(F)(F)F)CC(C1CC1)N2 (configuration not stated)	2	3	4.0	-0.2	-0.5	0.0	-5	0.2	1	-3	0.7
CCOc1ccccc1CNC(=O)C1CCN(C(=O)c2sccc2-n2cccc2)CC1	8	-1	0.4	-2.4	-1.7	-0.4	5	-0.6	-1	-2	-0.5
CCCc1[nH]nc2c1C(c1ccsc1)C(C#N)=C(N)O2 (configuration not stated)	-5	-3	1.2	0.8	-0.7	0.2	0	-0.9	-3	1	-1.7
C/C=C/c1cccc(-c2nc(C(=O)NC3CCC3)cc3c2[C@H](CCO)N(S(=O)C(C)(C)C)C3)c1 (some centres not stated)	-3	2	x	-0.1	-0.6	x	-5	-0.8	-3	4	3.9
NC(=O)C1CC2(C1)CC(C(N)=O)C2 (configuration not stated)	4	-3	0.8	-2.5	-0.9	x	7	1.7	1	4	3.5
CCCN1C(=O)CC(C(=O)OC)=C1C	1	-2	-0.2	-0.4	-0.9	-0.1	-2	-0.4	-2	3	-0.4
Cc1cccc(-c2cnc(C(O)c3ccc(F)c(C)c3)[nH]2)c1 (configuration not stated)	7	-2	1.1	1.1	-1.9	x	-6	1.7	-2	1	2.2
COc1ccc(N(CC(=O)Nc2ccc(F)c(F)c2)S(=O)(=O)c2c(C)n[nH]c2C)cc1	2	0	0.7	1.2	-0.5	0.2	2	0.0	-7	-14	2.8
CC(C)C[C@H]1CN([C@@H](CC(C)C)CN2CCC[C@@H]2CN2C(=S)NC[C@@H]2Cc2ccc(O)cc2)C(=S)N1CCc1ccccc1	-4	0	x	1.0	-0.3	x	9	0.2	3	-25	3.4
CCCCCC[C@H](CC)CN(C(=O)Oc1ccccc1)c1ccccc1	-4	-4	x	-1.5	-0.2	x	-16	0.3	1	16	-2.0
C=CCNC(=O)c1nn2cccnc2c1Cl	6	2	2.4	-0.7	-1.1	0.8	2	1.7	2	1	0.2
CC(C)(C)C(=O)Nc1ccccc1C(=O)Nc1ccccn1	-1	-4	1.1	-0.8	-1.6	0.3	-8	-1.3	3	1	-0.4
COc1ccc(/C=C2\SC(=O)N(CC(=O)Nc3ccc(O)cc3)C2=O)cc1OC	1	-5	0.7	-1.8	-1.2	0.0	-14	-0.2	3	5	-3.1
CCOC(=O)c1oc2cc(O)c(CC)cc2c(=O)c1-c1cscn1	-2	-4	1.4	0.2	-0.5	-0.2	-6	-0.1	5	10	3.3
O=C(NCCNS(=O)(=O)c1cccc(C(F)(F)F)c1)c1cc(OCC(F)(F)F)ccc1OCC(F)(F)F	0	7	0.9	0.9	-0.2	0.7	8	1.4	0	3	1.0
CCn1c(CNc2ccc(Cl)cc2)nnc1SCCN1CCCCC1	0	-1	-2.3	-0.3	-0.5	0.2	0	-0.3	4	1	-0.2
c1ccc(N=NC2=NN(c3ccccc3)CS2)cc1	-1	1	2.5	16*	1.7*	3.2	-3	6.5*	1	30*	16*
CC(C)OCCCNC(=O)c1cn(C)c2ccc(S(=O)(=O)N(C)C3CCCCC3)cc2c1=O	-3	-1	1.2	1.9	-0.1	-0.1	-7	0.1	0	-2	2.1

Compound profiles (already shown). Screens in order: NPR2 activator, SMARCA2 act, GAA850 FXN act, hcDAF12 agonist, ssDAF12 agonist, DAX1 inh-1, ADAM10 inh, DAX1 inh-2, NPR1 activator, sPLA2-III inh, hgDAF12 agonist
Profile of `CC(C)(C)C(=O)Nc1ccccc1C(=O)Nc1ccccn1` = -1, -4, 1.1, -0.8, -1.6, 0.3, -8, -1.3, 3, 1, -0.4
Profile of `CCOC(=O)c1oc2cc(O)c(CC)cc2c(=O)c1-c1cscn1` = -2, -4, 1.4, 0.2, -0.5, -0.2, -6, -0.1, 5, 10, 3.3

3 structures from above, arranged by length of the SMILES, rising:
SMILES	NPR2 activator	SMARCA2 act	GAA850 FXN act	hcDAF12 agonist	ssDAF12 agonist	DAX1 inh-1	ADAM10 inh	DAX1 inh-2	NPR1 activator	sPLA2-III inh	hgDAF12 agonist
CC1=NN(C(N)=S)C(=O)C1N=Nc1ccccc1 (configuration not stated)	3	0	1.0	-0.4	-1.4	0.4	0	0.7	3	-2	-1.4
CCOC(=O)c1oc2cc(O)c(CC)cc2c(=O)c1-c1cscn1	-2	-4	1.4	0.2	-0.5	-0.2	-6	-0.1	5	10	3.3
CN(CC(=O)Nc1cccc2c1CCCC2)S(=O)(=O)c1ccccc1	2	-2	-1.6	-2.1	-2.2	0.7	13	0.1	3	3	-0.5

Shown as a hit in ssDAF12 agonist (from the list above):
SMILES | NPR2 activator | SMARCA2 act | hcDAF12 agonist | ssDAF12 agonist | DAX1 inh-1 | ADAM10 inh | DAX1 inh-2 | NPR1 activator | sPLA2-III inh
c1ccc(N=NC2=NN(c3ccccc3)CS2)cc1 | -1 | 1 | 16* | 1.7* | 3.2 | -3 | 6.5* | 1 | 30*

Not a hit list. Share with any hit: about 6.6%.
